# Bioassay records: PubChem BioAssay, several laboratories
# ER stress rescue: rescue of cells from ER stress-induced death, primary screen, 384-well, CSM14.1, thapsigargin, ATP luminescence (AID 1222); 190,000 tested, under 10 active; CSM14.1 thapsigargin-induced death rescue, ATP luminescence; higher % means a stronger effect; cellular ATP content (survival), % at 20 µM, or EC50 in µM where a hit was titrated;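 active = EC50 below 50 µM in the dose-response confirmation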;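 also: death triggered by thapsigargin at about 15 µM added after 2 h compound pretreatment; cell ATP read after overnight thapsigargin exposure of roughly 18 to 22 hours; normalized against plate controls of thapsigargin alone and 5% DMSO vehicle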
# LYP inhibition: inhibitors of LYP phosphatase, biochemical, fluorescence intensity, uHTS (AID 1779); hit rate 0.054% among 290,000; one-dose inhibition, % at 11.5 µM; IC50 in µM for titrated hits; recombinant LYP phosphatase, fluorescence intensity; higher % means a stronger effect;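 also: plate controls were vehicle with enzyme for no effect and no enzyme for full effect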
# Myeloid diff 2: compounds promoting myeloid differentiation; hit rate 1% among 360,000; AID 624256; calls only at 10 µM; ER-HoxA9 myeloid progenitors, lysozyme-GFP differentiation, flow cytometry;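 active = normalized GFP-positive differentiation at or above the plate's own cutoff, the solvent-only control mean plus 3 SD; inconclusive = no clear call, values can overlap the other calls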;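 also: cells exposed to compound for four days before flow analysis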
# M1AAP inhibition: malaria alanyl aminopeptidase activity blockers – biochemical, fluorogenic H-Leu-NHMec substrate, 1536-well (AID 1445). recombinant M1AAP, H-Leu-NHMec fluorogenic kinetic assay; higher % means a stronger effect. inhibition, % at 30 µM; hits with a dose series show IC50 in µM. hit rate 0.42% among 220,000;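 active = primary inhibition above the hit cutoff, then over 50% inhibition at one or more dose response concentrations, cut at about 23% in these data, passing the limit was not always enough; inconclusive = conflicting primary data, or primary hits not chosen for dose response; inactive = low primary inhibition, or under 50% at every dose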;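 also: plate controls were DMSO full reaction for no effect and no enzyme background for full effect; strong numbers were not always called active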
# XIAP antagonists: XIAP antagonists, biochemical, IAP family, fluorescence polarization (AID 1018). XIAP BIR domain, fluorescence polarization peptide displacement; higher % means a stronger effect. hit rate 0.007% among 200,000. displacement, % at 20 µM; hits with a dose series show IC50 in µM; in the data active = displacement above about 50%; also: a part of the inactive calls stands beside numbers as strong as those of hits
# TNAP activators: stimulation of alkaline phosphatase TNAP activity – biochemical, luminescent, no phosphate acceptor, uHTS, primary screen (AID 1001); hit rate 0.03% among 200,000; purified TNAP, luminescent activation assay, no phosphate acceptor; higher activation fold means a stronger effect; activation fold at 20 µM; hits with a dose series show EC50 in µM; in the data active = activation fold from about 3, or a potency from the dose series; inactive = the rest, 99 in 100 with activation fold below about 1.6; also: many of its hits are not listed in these tables
# P. falciparum M17LAP: P. falciparum M17LAP inhibitors, primary screen, biochemical, fluorogenic H-Leu-NHMec substrate, 1536-well (AID 1619); recombinant M17LAP, H-Leu-NHMec fluorogenic kinetic assay; higher % means a stronger effect; inhibition, % at 30 µM, or IC50 in µM where a hit was titrated; hit rate 0.38% among 220,000;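 active = compound inhibiting the enzyme by more than half at any dose during confirmatory dose-response retesting; inconclusive = strong single-dose inhibitors picked by rank but not retested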;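 also: plate controls were full reaction with DMSO carrier for no effect and no enzyme background for full effect; strong numbers were not always called active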
# PMI inhibition: human PMI inhibitors, high substrate, primary screen, biochemical, fluorescence intensity, high mannose 6-phosphate (AID 1220); recombinant PMI enzyme, coupled fluorescence intensity; higher % means a stronger effect; inhibition, % at 20 µM; hits with a dose series show IC50 in µM; hit rate 0.66% among 190,000
# PMI inhibitors: MPI enzyme activity inhibition – biochemical, fluorescence intensity, coupled assay, primary screen (AID 1209); purified PMI enzyme, coupled fluorescence intensity; higher % means a stronger effect; one-dose inhibition, % at 20 µM; IC50 in µM for titrated hits; hit rate 0.42% among 190,000;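 also: plate controls were DMSO vehicle for no effect and wells lacking substrate for full effect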
# Myeloid diff 2 GFP+ MAC1+ %: recorded beside Myeloid diff 2, whose call it bears; GFP+ MAC1+ double positive, %; measured here: differentiation confirmed by MAC1 staining
# The depositor's hits bear a star; i = inactive; ? = inconclusive; . = not tested or not shown. Rule as the data show it, unless noted: active = inhibition above about 50%; inactive = the rest.
SMILES,ER stress rescue,LYP inhibition,Myeloid diff 2,Myeloid diff 2 GFP+ MAC1+ %,M1AAP inhibition,XIAP antagonists,TNAP activators,P. falciparum M17LAP,PMI inhibition,PMI inhibitors
O=C(c1ccccc1)c1ccc(OCC(O)CN2CCN(Cc3ccccc3)CC2)cc1 (stereo not drawn),-0.4%,-2.0%,i,1.0,-5.1%,-2.0%,1,-2.2%,8.2%,8.1%
COc1cccc(-c2cc(C(=O)N3C(C)CCCC3C)no2)c1 (stereo not drawn),-0.8%,-8.1%,i,7.3,4.5%,3.9%,1.1,-3.2%,-5.8%,-1.9%
Cc1ccnc(NS(=O)(=O)c2ccc(NC(=O)C3COc4ccccc4O3)cc2)n1 (stereo not drawn),-0.3%,-7.5%,i,0.2,0.4%,-3.5%,1.1,4.0%,-9.4%,-14.1%
CS(=O)(=O)c1cnc(-c2ccccc2)nc1Oc1ccc(F)cc1,-0.8%,2.1%,i,0.4,5.6%,-5.5%,1,-1.8%,-7.3%,1.2%
CC1CCN(CCCNC(=O)C2CC(=O)N(C3CCCCCC3)C2)CC1 (stereo not drawn),-1.0%,-12.0%,i,0.5,3.6%,-1.1%,1.1,0.9%,10.4%,3.7%
COc1cc(NC(=O)N[C@@H](Cc2ccccc2)C(=O)O)cc(OC)c1,0.9%,-3.9%,i,0.2,9.7%,-2.3%,1.1,39.0%,14.2%,-8.7%
CCC(C)(C)NC(=O)C(c1ccncc1)N(C(=O)c1sc(C)nc1C)c1ccc(F)cc1 (stereo not drawn),0.0%,-9.1%,i,0.7,8.9%,-0.9%,1.1,2.4%,2.3%,-0.4%
Cc1ccc(S(=O)(=O)N2CCC(C(=O)N3CCC[C@H]3C(=O)NCc3ccco3)CC2)cc1,-1.3%,-10.4%,i,1.0,-1.5%,-3.5%,1.1,18.2%,7.5%,4.7%
CC1=CC(c2ccc(Cl)cc2)n2nc(NC(=O)c3ccccc3)nc2N1 (stereo not drawn),-3.4%,-4.6%,i,3.4,22.1%,-6.7%,0.9,2.4%,-8.2%,-16.5%
Cc1ccc(-c2[nH]nc(N)c2N=Nc2cccc(Cl)c2C)cc1,-2.1%,0.2%,i,0.5,6.3%,-14.5%,1,-5.2%,3.9%,2.2%
CCCCCOC(=O)CSc1nnc(-c2cc(OC)c(OC)c(OC)c2)o1,0.0%,1.8%,i,3.9,2.5%,-1.9%,1.1,-1.8%,19.0%,20.4%
CCN1CCCC1CNC(=O)C(=O)Nc1ccccc1 (stereo not drawn),-0.4%,0.4%,?,.,4.8%,-5.8%,1.1,11.9%,-8.1%,-8.8%
CC(=O)Oc1ccccc1N(C(C)=O)S(=O)(=O)c1ccc(C)cc1,0.5%,-3.4%,i,0.2,-2.9%,-3.6%,1.2,2.7%,8.2%,1.1%
C#CCN(C)CCCOc1ccc(Cl)cc1Cl,-2.5%,-5.6%,i,2.6,-3.8%,-9.1%,1.1,19.5%,-3.1%,-5.9%
CCN1C(=O)c2ccccc2S(=O)c2ccc(C(=O)NC3CC3)cc21 (stereo not drawn),.,-0.3%,i,2.0,-8.7%,-7.5%,0.8,-1.0%,-9.7%,-4.7%
COc1cccc(C(=O)Cn2c(NCCO)nc3ccccc32)c1,-2.2%,0.7%,i,0.8,3.6%,-3.8%,1.1,0.7%,-16.8%,-29.6%
O=C(c1cccnc1)N1CCN(C/C=C/c2ccccc2)CC1,-9.4%,-3.8%,i,0.1,-1.5%,-3.8%,1.1,9.5%,2.8%,1.5%
CCOC(=O)N1CC=C2C(C#N)=C(N)C(C#N)(C#N)[C@H](c3ccsc3)[C@H]2C1,-1.0%,2.3%,i,2.5,12.0%,0.0%,1.1,-11.5%,15.9%,2.4%
CC(C)CNC(=O)C1CCCN(S(=O)(=O)c2ccc(-n3cnnn3)cc2)C1 (stereo not drawn),1.1%,4.2%,i,1.3,-2.4%,-2.9%,1,-4.9%,1.9%,-1.3%
N#Cc1c(-c2ccccc2Cl)noc1/C=C/Nc1ccc(C(=O)O)cc1,-1.5%,0.9%,i,0.9,18.4%,-8.5%,1.2,25.1%,-7.9%,-12.0%
CCOC(=O)CC(NC(=O)c1cc2cc(Cl)cc(Cl)c2oc1=O)c1cccc([N+](=O)[O-])c1 (stereo not drawn),-2.0%,-1.0%,i,0.6,-1.7%,-4.1%,1,-0.4%,16.1%,15.4%
O=C(COc1ccccc1F)N1c2ccccc2CCc2ccccc21,-2.1%,-3.2%,i,0.1,-0.8%,-5.1%,1.2,-8.7%,16.4%,18.8%
O=C(Nc1ccccc1)N1CCC(C(=O)N2CCN(S(=O)(=O)c3cccc(F)c3)CC2)CC1,-1.6%,-3.3%,i,1.9,.,-1.3%,1.2,.,-10.0%,-5.3%
NC(=O)c1ccccc1OCC(=O)c1ccc(Cl)cc1,.,-0.9%,i,0.9,-0.6%,-5.7%,1,-7.8%,1.5%,-3.4%
CCOC(=O)C1(CCOc2ccccc2)CCN(Cc2ccc3c(c2)OCCO3)CC1,0.3%,-5.0%,i,0.0,9.2%,-4.9%,1.1,-5.0%,8.5%,11.7%
O=C1Nc2ccccc2C1(O)c1ccccc1 (stereo not drawn),.,-1.9%,i,0.2,-0.9%,-5.2%,1.1,-2.3%,-7.2%,-0.5%
CCOC(=O)CSc1nc2ccccc2n1CC(=O)N1CCN(c2ccccc2)CC1,-0.2%,-2.3%,i,6.8,10.0%,-7.1%,1.1,4.6%,4.5%,8.1%
Cc1ccc(NC(=S)N2CCCCC2)cc1C,.,-0.7%,i,1.0,7.5%,.,.,14.1%,.,.
CCOC(=O)c1[nH]c2c(c1C)C(=O)CC(c1ccc(OCC)c(OC)c1)C2 (stereo not drawn),-2.2%,-6.1%,i,0.8,15.2%,-5.9%,1.1,10.2%,0.5%,3.6%
CCOc1ncnc2c1[nH]c1ccccc12,.,0.7%,i,1.1,-3.3%,.,.,-4.6%,.,.
CCc1ccc(-n2nnnc2SCC(=O)NNC(=O)c2ccco2)cc1,-0.4%,-5.8%,i,1.9,-2.2%,-8.7%,1.2,-8.0%,6.7%,8.4%
O=C(COC(=O)/C=C/c1cccc(C(F)(F)F)c1)NCc1ccc(F)cc1,-1.1%,-0.1%,i,0.4,1.3%,-2.0%,1,-16.4%,4.5%,-3.1%
O=C(CNS(=O)(=O)c1ccc(Br)s1)NC1CCCc2ccccc21 (stereo not drawn),-0.9%,-0.6%,i,0.3,6.3%,0.1%,1.1,-5.7%,-4.3%,-9.6%
O=C(Nc1ccc2c(c1)CCC2)c1cc2ccccc2o1,-3.5%,2.0%,i,0.4,-0.8%,-3.9%,1.1,3.1%,0.7%,10.8%
C=CC[N+](C)(C)C/C(Cl)=C(\Cl)c1ccccc1,3.9%,-5.9%,i,0.9,2.2%,-3.7%,1.1,4.1%,-6.9%,-9.0%
CC1OC(Nc2cccc3ccccc23)C(O)C(O)C1O (stereo not drawn),-0.8%,-9.7%,i,6.4,-3.1%,-5.1%,1.2,-1.4%,60.5%*,30.5%
CCn1c2c(c(C)cc1=O)C(=O)CC(C)(C)C2,-0.2%,1.7%,i,0.1,17.6%,-1.1%,1.1,19.0%,2.1%,-7.0%
Nc1nnc(CC(=O)N/N=C/c2ccc([N+](=O)[O-])cc2)s1,.,4.5%,i,0.3,9.0%,.,.,-17.8%,.,.
Cc1cccc(N2CN=c3s/c(=C\c4ccncc4)c(=O)n3C2)c1,-1.8%,-3.7%,i,0.5,10.4%,1.5%,1.1,7.1%,12.3%,4.0%
O=C(O)CC(Cc1ccccc1)c1ccc2c(c1)OCO2 (stereo not drawn),1.0%,1.8%,i,1.2,-2.7%,-0.5%,1.1,4.0%,8.7%,15.3%

# Filtered by structure, the compounds so far with a nitro group on carbon.
SMILES,ER stress rescue,LYP inhibition,Myeloid diff 2,Myeloid diff 2 GFP+ MAC1+ %,M1AAP inhibition,XIAP antagonists,TNAP activators,P. falciparum M17LAP,PMI inhibition,PMI inhibitors
CCOC(=O)CC(NC(=O)c1cc2cc(Cl)cc(Cl)c2oc1=O)c1cccc([N+](=O)[O-])c1 (stereo not drawn),-2.0%,-1.0%,i,0.6,-1.7%,-4.1%,1,-0.4%,16.1%,15.4%
Nc1nnc(CC(=O)N/N=C/c2ccc([N+](=O)[O-])cc2)s1,.,4.5%,i,0.3,9.0%,.,.,-17.8%,.,.

# Not a retest: an excerpt of the list.
SMILES,ER stress rescue,LYP inhibition,Myeloid diff 2,Myeloid diff 2 GFP+ MAC1+ %,M1AAP inhibition,XIAP antagonists,TNAP activators,P. falciparum M17LAP,PMI inhibition,PMI inhibitors
Cc1cccc(N2CN=c3s/c(=C\c4ccncc4)c(=O)n3C2)c1,-1.8%,-3.7%,i,0.5,10.4%,1.5%,1.1,7.1%,12.3%,4.0%
O=C(O)CC(Cc1ccccc1)c1ccc2c(c1)OCO2 (stereo not drawn),1.0%,1.8%,i,1.2,-2.7%,-0.5%,1.1,4.0%,8.7%,15.3%

# Next part
SMILES,ER stress rescue,LYP inhibition,Myeloid diff 2,Myeloid diff 2 GFP+ MAC1+ %,M1AAP inhibition,XIAP antagonists,TNAP activators,P. falciparum M17LAP,PMI inhibition,PMI inhibitors
CCOc1cc(NC(=O)C2CCCO2)c(OCC)cc1NC(C)=O (stereo not drawn),-3.0%,-6.0%,i,0.8,-2.1%,13.0%,1.1,4.9%,6.8%,11.4%
C#CCOCCOCCOCCNc1nc(N2CCN(C(=O)[C@H](Cc3cc4ccccc4[nH]3)n3cc([C@@H](N)C(C)CC)nn3)CC2)nc(N2CCN(C(=O)[C@H](Cc3cc4ccccc4[nH]3)n3cc([C@@H](N)Cc4ccc(O)cc4)nn3)CC2)n1 (stereo partly drawn),1.2%,-21.9%,.,.,6.3%,-2.7%,1.9,0.3%,-12.6%,-18.0%
CCc1cc(=O)oc2cc3oc(C)c(C)c3cc12,-1.2%,-1.9%,i,0.5,-2.6%,-0.9%,1,-5.3%,12.9%,18.2%
Cn1ncc(S(=O)(=O)Cc2ccccc2)c(Cl)c1=O,.,3.6%,i,0.0,1.3%,.,.,13.4%,.,.
COc1ccc(/C=N/NC(=O)c2cccnc2)cc1COc1ccc([N+](=O)[O-])c(C)c1,.,4.7%,?,.,0.9%,.,.,-6.6%,.,.
Cc1[nH]c2ccc(F)cc2c1CCN(Cc1ccncc1)C(=S)Nc1ccccc1,0.9%,1.7%,i,0.1,5.0%,-3.8%,1.1,-1.5%,9.6%,17.0%
N#Cc1c(N)n(-c2ccc(C(=O)O)cc2)c2nc3ccccc3nc12,.,-22.9%,i,0.8,11.5%,.,.,-91.3%,.,.
COCCCNCCCOc1ccc(Cl)cc1Br,0.4%,-4.6%,i,0.6,-10.7%,0.9%,1.1,7.4%,4.1%,10.2%
Cc1ccc(N2C(=O)c3ccccc3NC2C(C)Cc2ccc3c(c2)OCO3)cc1 (stereo not drawn),-2.8%,3.6%,i,0.2,0.1%,-1.3%,1.2,-4.3%,13.4%,15.6%
CCc1ccc(NC(=O)CS(=O)CC(=O)NC(C)CCc2ccco2)cc1 (stereo not drawn),-1.9%,-2.9%,i,0.3,7.6%,-1.9%,1.1,28.0%,11.0%,1.9%

# Random draw from the library. About 2.7% of those tested had a hit in this group.
